# NPC1 promoter act – activates the NPC1 promoter; Huh7 NPC1 promoter luciferase reporter, 24 h; Potency, µM (titrated, usually from 9.22 µM), without a hit: at the top dose activation, usual class: activators; actives 2.4% (n = 320,000); AID 485313;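 note: potency is the fitted concentration of half-maximal effect; % of control where 0% means no effect; nearly all actives have a fitted effect of over 60% in size; reporter is driven by a mutant NPC1 promoter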
#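 Compounds in DMSO were transferred onto Huh7 NPC1-luciferase reporter cells pre-incubated 2 h; after 24 h at 37 °C, Amplite reagent was dispensed and luminescence recorded 10 min later.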
# KCNH2 3.1 inh – blocks the human KCNH2 3.1 channel isoform; activity change, % (tested at about 1.8 µM); U2OS KCNH2 3.1, thallium flux FluxOr; stronger effect = lower value; AID 720553; actives 0.95% (n = 340,000);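 active = maximum activity change below -70%; inconclusive = maximum activity change from -70% to -50%; inactive = maximum activity change above -50%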;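 note: thallium influx rate constant from kinetic fluorescence after stimulation buffer; % is set by controls: 0 for no effect and ±100 for the full control effect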
#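 Kinetic fluorescence (2 min after stimulation buffer) measures Tl+ influx through KCNH2 3.1 expressed by viral transduction in U2OS cells; the rate constant is normalized against DMSO controls serving as positive and negative references.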
# FLuc modulator – counter-screen for miR-21 project: firefly luciferase inhibitors or activators. P08659. purified FLuc, Km substrates, luminescence inhibition. Potency, µM (highest dose often 57.5 µM), for the others: at the top dose activity change, negative = inhibition, actives largely listed as inhibitors. actives 6.9% (n = 360,000);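 note: potency is the fitted concentration of half-maximal effect; plate controls were vehicle for no effect and reference inhibitor for full effect; nearly all actives have a fitted effect of over 55% in size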
#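 Biochemical qHTS of compounds, final roughly 60 µM downward over six points, against 10 nM purified firefly luciferase using Km concentrations of substrates (10 uM D-luciferin, 10 uM ATP) in Tris acetate pH 7.5 buffer; luminescence output.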
# Tb PFK inh – T. brucei PFK enzyme inhibition; O15648; T. brucei PFK, ADP-Glo luminescence; Potency, µM (titrated, usually from 57.5 µM), inactives show top-dose activity, negative = inhibition, actives largely listed as inhibitors; actives 0.17% (n = 330,000);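 note: potency is the fitted concentration of half-maximal effect; 0% = uninhibited 1x PFK enzyme wells and -100% = no-enzyme wells; nearly all actives have a fitted effect of over 60% in size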
# Target sequence (O15648 whole entry, looked up): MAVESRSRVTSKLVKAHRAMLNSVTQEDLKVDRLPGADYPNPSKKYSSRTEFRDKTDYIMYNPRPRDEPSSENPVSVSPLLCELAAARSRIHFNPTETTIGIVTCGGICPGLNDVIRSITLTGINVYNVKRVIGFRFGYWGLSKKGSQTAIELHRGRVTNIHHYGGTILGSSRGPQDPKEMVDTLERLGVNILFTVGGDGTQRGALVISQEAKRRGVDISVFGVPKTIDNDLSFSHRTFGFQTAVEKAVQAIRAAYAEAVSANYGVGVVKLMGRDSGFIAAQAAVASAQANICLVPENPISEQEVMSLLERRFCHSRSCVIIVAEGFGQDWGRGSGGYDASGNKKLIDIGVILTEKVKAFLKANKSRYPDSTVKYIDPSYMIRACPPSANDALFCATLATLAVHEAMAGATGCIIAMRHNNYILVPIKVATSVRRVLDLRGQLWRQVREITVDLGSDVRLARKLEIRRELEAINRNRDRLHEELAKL
#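 Luminescent ADP detection (ADP-Glo, two-step: ATP depletion then ADP-to-ATP conversion for luciferase) reported PFK activity after 45 min room-temperature reaction of 1.25 nM enzyme with 0.5 mM F6P and 0.1 mM ATP at pH 8.0.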
# ELG1 genotoxic – genotoxicity induction in ELG1-luciferase HEK293T cells | actives 1.3% (n = 330,000) | HEK293T ELG1-luciferase reporter, luminescence, 16 h | AID 504466 | Potency, µM (titrated, usually from 46 µM), for the others: top-dose activity change, positive = activation, actives largely listed as activators; note: potency is the fitted concentration of half-maximal effect; % of control where 0% means no effect; nearly all actives have a fitted effect of over 60% in size
#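 Quantitative HTS format in 1536-well plates. HEK293T ELG1-luciferase reporter cells receive test compound and are incubated 16 hr at 37 °C, 5% CO2; ONE-Glo added, 30 min room temperature, then luminescence read.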
# Rab9 prom act – activators of Rab9 promoter; Huh7 Rab9 promoter-luciferase reporter, luminescence, 24 h; Potency, µM (titrated, usually from 9.22 µM), for the others: at the top dose activation, negative = inhibition, usual class: activators; actives 2.8% (n = 320,000); AID 485297; note: potency is the fitted concentration of half-maximal effect; % of control where 0% means no effect; nearly all actives have a fitted effect of over 60% in size
#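 Steps: seed 1500 Huh7 Rab9-luc cells per well, rest 2 h at 37 °C; add compound in DMSO; incubate 24 h; add luciferase reagent, 10 min ambient; read luminescence.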
# RORg inh – inhibitors of mouse ROR gamma transcriptional activity | P51450 | Drosophila S2 Gal4-RORgamma UAS-luciferase reporter, 20 h | Potency, µM (doses to about 53.6 µM), for the others: at the top dose activity change, negative = inhibition, actives largely listed as inhibitors | actives 5.4% (n = 310,000) | AID 2551; note: potency is the fitted concentration of half-maximal effect; % is set by controls: 0 for no effect and ±100 for the full control effect; nearly all actives have a fitted effect of over 60% in size
# Target sequence (P51450 whole entry, looked up, the tested form may be a part): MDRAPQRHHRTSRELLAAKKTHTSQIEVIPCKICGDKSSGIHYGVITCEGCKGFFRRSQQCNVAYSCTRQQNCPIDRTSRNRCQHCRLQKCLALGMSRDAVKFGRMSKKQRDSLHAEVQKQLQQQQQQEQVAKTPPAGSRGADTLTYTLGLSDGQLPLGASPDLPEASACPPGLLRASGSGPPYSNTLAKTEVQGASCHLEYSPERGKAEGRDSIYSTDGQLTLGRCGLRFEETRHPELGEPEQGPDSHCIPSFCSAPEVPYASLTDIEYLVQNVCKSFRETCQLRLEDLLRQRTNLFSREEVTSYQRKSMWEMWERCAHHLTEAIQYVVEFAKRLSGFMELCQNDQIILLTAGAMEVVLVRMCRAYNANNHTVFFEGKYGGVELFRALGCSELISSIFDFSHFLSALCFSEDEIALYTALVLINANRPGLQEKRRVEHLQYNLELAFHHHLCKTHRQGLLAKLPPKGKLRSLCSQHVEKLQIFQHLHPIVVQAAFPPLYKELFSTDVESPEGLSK
#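 Using a luciferase readout, inhibitors were identified by reduced reporter activity in Drosophila cells coexpressing a copper-inducible Gal4–ROR gamma fusion and UAS-driven Photinus luciferase, incubated 20 hr after 700 uM copper sulfate.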
# VP16 counter – Gal4-VP16 reporter inhibition counter-screen; actives 3.5% (n = 310,000); Drosophila S2 Gal4-VP16 UAS-luciferase, luminescence, 20 h; Potency, µM (titrated, usually from 53.6 µM), for inactives: at the highest dose activity, negative = inhibition, actives largely listed as inhibitors; AID 2546;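 note: Gal4-VP16 expression switched on by copper sulfate through the metallothionein promoter; potency is the fitted concentration of half-maximal effect; % is set by controls: 0 for no effect and ±100 for the full control effect; nearly all actives have a fitted effect of over 50% in size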
# Giardia killer – kills Giardia lamblia; AID 540267; activity change, % at 7.66 µM, hits read low; Giardia lamblia trophozoite viability; actives 0.15% (n = 340,000); in the data active = activity change below about -80%; inconclusive = between about -30% and that limit;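 note: parasites exposed to compound for two days anaerobically before the ATP read; % is set by controls: 0 for no effect and ±100 for the full control effect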
#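 Giardia trophozoites, 100 cells per well, were exposed to compounds for 48 hrs at 37 deg C under anaerobic conditions; viability was then read as ATP content by bioluminescence after 15-30 min at room temperature.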
# uPA generation – blocks generation of uPA at the cell surface; cell surface uPA generation assay, qHTS; AID 540303; Potency, µM (doses to about 38.3 µM), for inactives: top-dose activity change, negative = inhibition, actives largely listed as inhibitors; actives 0.31% (n = 330,000); active = well fitted inhibition curve with a large enough effect; inconclusive = small, poorly fitted or top-dose-only effect; inactive = no such curve, though single readings can be large or run the other way; tested in mouse RAW 264.7 cells; note: potency is the fitted concentration of half-maximal effect; % is set by controls: 0 for no effect and ±100 for the full control effect; nearly all actives have a fitted effect of over 55% in size
# Coupling enz – inhibits coupling enzyme system, counter-screen for aldolase hits | coupling enzyme system counterscreen, AmpLite Red fluorescence | activity change, negative = inhibition, % at 58.2 µM, hits read low | actives 0.67% (n = 290,000) | AID 2472; in the data active = activity change below about -30%; note: % is set by controls: 0 for no effect and ±100 for the full control effect
#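 Activity here indicates interference with the coupling reaction, not aldolase inhibition. Compounds at 57.5 uM final met coupling enzymes for 10 min at RT; substrate and AmpLite Red detection followed, with a 525/598 nm fluorescence read after 20 min.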
# Numbers without * were called inactive; ? = inconclusive; . = no result given; & = joins results of further samples; [ ] = remark or other dose. Unless noted, calls come from the whole dose curve; as a rule, active = well fitted curve in the direction sought with a large enough effect; inconclusive = small, poorly fitted or top-dose-only effect, or another doubt; inactive = no such curve, though single readings can be large; an effect the other way counts as inactive or inconclusive.
SMILES,NPC1 promoter act,KCNH2 3.1 inh,FLuc modulator,Tb PFK inh,ELG1 genotoxic,Rab9 prom act,RORg inh,VP16 counter,Giardia killer,uPA generation,Coupling enz
Cc1ccc(C)c(OCC(=O)Nc2ccc(S(=O)(=O)Nc3ncccn3)cc2)c1,-19%,-15,1%,-11%,1%,-3%,11%,-8%,17,1%,4
CC(=O)Nc1ccc2c(c1)C(C)(C)C(C)N2C (stereo unspecified),-3%,11,-2%,-3%,-6%,14%,-14%,-6%,12,1%,0
C#Cc1ccc([C@@H]2C=C(C(=O)OCC=C)O[C@H](OCc3ccc(CO)cc3)C2)cc1,0%,.,-5%,0%,-7%,-1%,30%,-7%,-12,13%,4
CCOc1cc(/C=N/NC(=O)CN2CCCCC2)ccc1OCc1cccc(Cl)c1,-5%,-36,1%,0%,-2%,-8%,-21%,-18%,5,1%,0
CCc1ccc(N(CC(=O)NC(C)(C)C)C(=O)CNC(=O)c2cccs2)cc1,-6%,-2,2%,3%,-5%,1%,-5%,-8%,-3,-1%,0
O=C(c1ccco1)N1CCN(S(=O)(=O)c2ccc(Oc3ccccc3)cc2)CC1,-5%,1,-1%,0%,?,-1%,?,?,-6,.,6
COc1ccc(C2CC(=O)N(C)c3ccccc3S2)cc1OC (stereo unspecified),25%,15,?,-2%,18µM*,4µM*,7.9µM*,?,19,-15%,2
Cc1cc(C)n(C(=O)CNC(=O)c2cccs2)n1,0%,6,-1%,0%,1%,4%,13%,-1%,-7,-3%,0
CN(C)CCNc1c2c(nc3ccccc13)CCC2,-3%,26,-3%,0%,2%,-1%,-10%,-18%,-8,-2%,-1
Cc1ccc(OCC(=O)NNC(=O)CSc2ncnc3sc(C)c(C)c23)cc1,-3%,0,-1%,-6%,6%,0%,-15%,4%,-18,10%,1
O=C(c1cc2cc(Br)cc(Br)c2oc1=O)N1CCCc2ccccc21,3%,.,-1%,-4%,4%,4%,6%,-8%,.,.,-5
O=C(CC(C(=O)O)P(=O)(c1ccccc1)c1ccccc1)c1ccc(Br)cc1 (stereo unspecified),-3%,19,-1%,2%,-4%,-7%,1%,3%,-18,0%,7
CC(C)CNC(=O)CSc1nnc(-c2cccc(S(=O)(=O)N3CCCCC3)c2)o1,2%,-11,11%,1%,2%,6%,-33%,-1%,-8,-2%,4
O=C(NCCN1C(=O)S/C(=C\c2ccc(Cl)cc2Cl)C1=O)C1=COCCO1,12%,-5,?,-2%,13%,?,.,.,-6,?,.
CN(Cc1nc(-c2cnccn2)no1)Cc1n[nH]c2c1CCCCC2,5%,3,2%,5%,-4%,8%,6%,-26%,15,3%,4
O=C(N=C1SC2CS(=O)(=O)CC2N1c1c(Cl)cccc1Cl)C1CC1 (stereo unspecified),1%,16,1%,-2%,0%,-2%,2%,3%,-6,-7%,3
O=C(O)CCC(=O)c1cccc2ccccc12,0%,-6,-21%,2%,-1%,9%,-33%,0%,10,3%,-1
CSc1ccc(/C=C(\C(=O)O)c2ccc(S(=O)(=O)N3CCCCC3)s2)cc1,-2%,-7,5%,1%,0%,-4%,-9%,2%,2,-4%,9
O=C(COc1ccc2ccc(=O)oc2c1)NCCCN1CCCC1=O,-6%,2,0%,3%,3%,8%,9%,0%,9,4%,.
CN(C)c1ccc(C(=O)OCC(=O)NC2CCCCC2)cc1,2%,-16,2%,-1%,?,-10%,29%,-4%,41[activator],-5%,0
COc1ccc(C(=O)COc2ccc(F)cc2)c(O)c1C,5%,-12,0%,0%,1%,15%,7%,4%,12,3%,0
COc1ccc(S(=O)(=O)N2CCOCC2)cc1NC(=O)COC(=O)c1[nH]c(C)c(C(C)=O)c1C,.,14,.,2%,-3%,.,.,.,6,-4%,.
CCN1CCN(c2ccc(S(=O)(=O)N3CCOCC3)cc2NC(=O)C(C)Oc2ccc(Cl)cc2)CC1 (stereo unspecified),1%,-35,4%,-2%,-4%,-7%,.,.,10,-1%,.
O=S(=O)(c1ccccc1)N1CCN(C/C=C/c2ccccc2)CC1,-1%,-45,4%,2%,-13%,-1%,?,1%,5,-2%,0
Cc1cc(C)cc(NC(=S)NCc2cccs2)c1,-1%,3,0%,-3%,-3%,1%,2.2µM*,11µM*,-12,-6%,3
Cc1c(C(=O)O)c(=S)sn1CCOc1ccccc1,1%,-1,-8%,7%,3%,-4%,-13%,-3%,6,3%,11
CC1CCN(c2ccc(NC(=O)Cc3ccccc3)cc2)CC1,?,-2,-15%,-2%,10%,?,24%,-15%,1,-3%,0
CCOc1ccc(S(=O)(=O)NCc2ccccc2Cl)cc1C(N)=O,-7%,9,-5%,6%,-6%,-1%,?,-26%,-4&13,-7%,-37*
O=C(Cc1ccc(Cl)cc1)c1ccc(O)cc1,3.5µM*,7,15µM*,1%,?,3.5µM*,12%,2%,41[activator],6%,10
CC1CCCCC1NC(=O)COC(=O)c1ccc2ncsc2c1 (stereo unspecified),2%,-5,-1%,?,5%,-2%,.,.,-30,-21%,.
CC(=O)Cn1c2ccccc2n2nc(CCC(=O)O)c(=O)nc12,2%,1,-1%,0%,-2%,0%,3%,-7%,-17,3%,3
O=C(CSc1nnc(-c2ccccc2)o1)Nn1cnnc1,7%,-4,-5%,0%,-4%,5%,-10%,0%,22,.,1
CCOC(=O)CCc1c(C)nc2cc(-c3ccc(Cl)cc3)[nH]n2c1=O,11%,-2,-6%,1%,-1%,19%,-5%,16%,10,-2%,6
COc1cc2c(cc1C=O)OC(C)C2 (stereo unspecified),-2%,-5,-3%,-5%,-11%,-11%,16%,-2%[10 µM],-13,?,-1
O=C(CNC(=O)N1CC(=O)Nc2ccccc21)NCc1ccccc1,2%,-5,0%,-2%,0%,-1%,-3%,-2%,12,3%,.
COc1ccc(/C=C2\SC(=N)N(c3nccs3)C2=O)cc1OC,-3%,5,2.1µM*,19%,?,0%,0.13µM*,?,-16,-11%,5

# Two of the compounds above, bar-delimited.
SMILES | NPC1 promoter act | KCNH2 3.1 inh | FLuc modulator | Tb PFK inh | ELG1 genotoxic | Rab9 prom act | RORg inh | VP16 counter | Giardia killer | uPA generation | Coupling enz
CCOC(=O)CCc1c(C)nc2cc(-c3ccc(Cl)cc3)[nH]n2c1=O | 11% | -2 | -6% | 1% | -1% | 19% | -5% | 16% | 10 | -2% | 6
Cc1c(C(=O)O)c(=S)sn1CCOc1ccccc1 | 1% | -1 | -8% | 7% | 3% | -4% | -13% | -3% | 6 | 3% | 11

# (further entries)
SMILES,NPC1 promoter act,KCNH2 3.1 inh,FLuc modulator,Tb PFK inh,ELG1 genotoxic,Rab9 prom act,RORg inh,VP16 counter,Giardia killer,uPA generation,Coupling enz
COCC(=O)N(CCc1ccc(OC)cc1)Cc1nc2ccccc2c(=O)[nH]1,-1%,7,6%,1%,-1%,-7%,5µM*,7.1µM*,-12,13%,1
C/C(=N\NS(C)(=O)=O)c1ccccc1,1%,0,3%,-2%,0%,-4%,-4%,2%,3,-2%,-2
CN(Cc1ccccc1)C(=O)COC(=O)CCN1C(=O)C2CC=CCC2C1=O (stereo unspecified),-7%,-20,3%,-1%,1%,-7%,.,.,-10,3%,.
COC(=O)c1[nH]c2cc(OC)ccc2c1NC(=O)CN1CCC(C(N)=O)CC1,-3%,-6,-1%,-1%,2%,6%,11%,-1%,-5,0%,0
COc1ccc(C(=O)NCCNc2ccc([N+](=O)[O-])cn2)cc1,-1%,9,2%,0%,0%,-2%,-1%,19%,-16,13%,0
O=C(CCNC(=O)c1ccc([N+](=O)[O-])cc1)Nc1nccs1,-1%,19,0%,3%,0%,-2%,-4%,19%,-6,4%,-1
C/C(=N\N=C1\NC(=O)C(CC(=O)Nc2ccccc2F)S1)C1CCCCC1 (stereo unspecified),4%,-2,0%,0%,0%,0%,.,.,-4,5%,-3
COCCn1c(N)c(N(Cc2ccccc2)C(=O)Cc2c(Cl)cccc2Cl)c(=O)[nH]c1=O,-2%,-16,1%,-12%,7%,7%,-1%,-6%,4,0%,-4
CCc1ccc(-c2nnn(Cc3nc4ccccc4s3)n2)cc1,18%,-1,?,-1%,1%,15%,-32%,10µM*,2,-2%,-6
Cc1cc(C)c(/C=C(\C#N)C(N)=S)c(C)c1,2%,1,-14%,-4%,2%,0%,?,-19%,-13,?,2
Cc1ccc(-c2cc(C(=O)Nc3ccc(S(=O)(=O)Nc4nc(C)cc(C)n4)cc3)c3ccccc3n2)cc1,1%,-10,17µM*,0%,2%,3%,?,-25%,0,2%,1
CCc1ccc(OCCCC(=O)Nc2ccc(N3CCCCC3)cc2)cc1,-3%,-6,-1%,3%,-1%,-1%,-4%,-6%,4,5%,-1
CCCCCCSc1ccc(-c2nc3cc(C)ccn3c2NC2CCCCC2)cc1,.,-10,.,0%,-2%,.,.,.,7,10%,.
